# High-throughput results (PubChem)
# Cneo AK release: causes C. neoformans cell lysis; lysis activity, % at 15 µM; adenylate kinase release luminescence, 4 h; normalised: neutral wells 0, clomiphene wells 100; AID 651654; 360,000 tested, 0.2% active;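 active means mean lysis activity across replicates of at least 80%, whatever share of replicates individually reach that level; inactive means mean lysis activity below 80%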
#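 Material – log-phase Cryptococcus neoformans yeast cells · Input – 5 × 10^6 yeast cells/mL · Medium – fresh YPD growth medium · Doses – single compound concentration per well · Timing – static 4 h at 37 °C with compound, 1 h detection · Detection – adenylate kinase release luminescence · Read-out – signal increase indicating cell lysis · Control set – Clomiphene as positive lysis control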
# miR122 inh: blocks miR-122 activity in Huh7 sensor cells; Huh7 miR-122 Renilla luciferase sensor, 48 h; neutral wells = 0, positive control = 100; activation (reporter increase), % at 12.5 µM; 340,000 tested, 0.3% active;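 active means mean replicate activation score at least 90 and every replicate individually at or above 90; inconclusive means only one of the two criteria met; inactive means neither criterion met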;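 further: higher luciferase means less miR-122 activity so hits act as miR-122 inhibitors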
# E-sel inducer: E-selectin induction on HUVECs | P16581 | HUVEC E-selectin immunofluorescence imaging; normalized: neutral wells 0, TNF-alpha wells 100 | activation, % at 7.58 µM | 260,000 tested, 0.37% active | AID 686992;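 active means mean E-selectin-positive cell signal at least 10% of the positive control, reached in at least 60% of replicates, without over 20% cell loss; inconclusive means no rule given, readout overlaps actives, possibly toxicity-flagged; inactive means the rest, including those meeting only one limit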;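 further: in these data hits start at about 27%; measured in HUVEC primary endothelial cells; signal is the percent of cells scored E-selectin positive by PE staining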
# Target sequence (P16581 whole entry, looked up): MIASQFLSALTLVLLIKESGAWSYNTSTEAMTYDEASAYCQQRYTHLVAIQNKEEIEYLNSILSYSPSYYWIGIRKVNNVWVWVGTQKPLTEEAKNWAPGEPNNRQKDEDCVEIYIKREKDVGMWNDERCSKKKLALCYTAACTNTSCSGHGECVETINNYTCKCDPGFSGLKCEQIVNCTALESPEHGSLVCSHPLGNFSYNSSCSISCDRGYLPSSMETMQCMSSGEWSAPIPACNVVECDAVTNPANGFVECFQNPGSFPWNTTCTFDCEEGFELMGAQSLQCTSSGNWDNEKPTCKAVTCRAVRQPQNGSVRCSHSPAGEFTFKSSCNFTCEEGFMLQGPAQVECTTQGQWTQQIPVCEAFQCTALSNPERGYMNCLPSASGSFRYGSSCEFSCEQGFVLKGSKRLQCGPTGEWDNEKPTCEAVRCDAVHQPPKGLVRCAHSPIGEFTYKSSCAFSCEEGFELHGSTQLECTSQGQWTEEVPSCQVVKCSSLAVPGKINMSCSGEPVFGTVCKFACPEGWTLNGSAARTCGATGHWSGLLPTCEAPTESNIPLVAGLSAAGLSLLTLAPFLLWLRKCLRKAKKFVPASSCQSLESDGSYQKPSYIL
#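 Material: HUVEC primary endothelial cells; Amount: 3,000 cells per well; Dosing: single concentration; Medium: EGM-2 growth medium on 0.1% gelatin-coated wells; Read-out basis: percent E-selectin-positive cells; Signal: immunofluorescence imaging; Control set: TNF-alpha, DMSO.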
# PglD DTNB: inhibitors of Campylobacter jejuni PglD acetyltransferase | 360,000 tested, 0.098% active | inhibition, % at 12.5 µM | purified PglD enzyme, DTNB colorimetric CoA detection | AID 602405; in the data active means inhibition above about 16%, passing the limit was not always enough; inconclusive means no clear call, values can overlap the other calls; further: strong numbers were not always called active
# PGC1a acetyl inh: modulators of PGC1a acetylation; U2OS PGC1a acetylation, AlphaScreen anti-acetyl-lysine; with virally co-expressed GCN5 acetyltransferase; inhibition, % at 15.6 µM; 350,000 tested, 0.17% active; AID 651687;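 active means every replicate shows inhibition of at least 40%; inconclusive means mean inhibition at least 40% but some replicate below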;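 further: 0% = neutral control wells and 100% = positive control wells; some results beyond the cut were filed as inactive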
# ERAP1 inh: blocks human ERAP1 aminopeptidase activity. inhibition, % at 10.7 µM. 340,000 tested, 0.15% active. recombinant ERAP1, Leu-AMC fluorescence, 60 min. AID 652197;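 active means mean replicate inhibition of at least 30%, or all replicates individually reaching that 30% level; inactive means mean below 30% and not every replicate reaching it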;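 further: 0% = neutral control wells and 100% = L-leucinethiol positive control wells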
# RAD54 inh: RAD54 (human) branch migration inhibition. Q92698. RAD54 Holliday junction branch migration, FAM/BHQ fluorescence. inhibition, % at 10.4 µM. 360,000 tested, 0.14% active. AID 602329;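 active means mean normalized replicate activity at least 40 and at least half of replicates scoring 40 or more; inconclusive means only one of the two criteria met; inactive means mean below 40 and under half of replicates reaching 40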;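 further: 0% = median of neutral control wells and 100% = median of positive control wells; inhibitors cause a drop in the FAM fluorescence signal; in these data hits start at about 50%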
# RAD52 inh: blocks human RAD52 DNA annealing; P43351; AID 651710; recombinant RAD52 DNA annealing, FRET fluorescence; 360,000 tested, 0.46% active; inhibition, % at 18.7 µM;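 active means every replicate showing at least 50% inhibition; inconclusive means mean inhibition at least 50% but not in every replicate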
# Target sequence (P43351 whole entry, looked up): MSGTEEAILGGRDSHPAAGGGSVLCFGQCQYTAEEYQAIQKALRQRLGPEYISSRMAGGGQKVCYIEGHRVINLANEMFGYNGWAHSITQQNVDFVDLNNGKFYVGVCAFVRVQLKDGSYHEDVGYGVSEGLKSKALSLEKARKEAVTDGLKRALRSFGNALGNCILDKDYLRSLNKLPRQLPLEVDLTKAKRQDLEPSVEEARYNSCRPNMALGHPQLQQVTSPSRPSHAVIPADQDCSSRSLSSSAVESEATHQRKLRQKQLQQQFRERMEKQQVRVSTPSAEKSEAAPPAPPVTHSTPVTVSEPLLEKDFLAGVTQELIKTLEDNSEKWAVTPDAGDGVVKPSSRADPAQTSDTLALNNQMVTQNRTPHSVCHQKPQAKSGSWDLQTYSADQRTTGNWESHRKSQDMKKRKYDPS
# Active calls of the source: *; ? = inconclusive; . = no result given; [ ] = remark or other dose.
mol	PGC1a acetyl inh	E-sel inducer	RAD52 inh	Cneo AK release	miR122 inh	PglD DTNB	RAD54 inh	ERAP1 inh
COCCNC(=O)C[C@@H]1CC[C@@H]2[C@H](COC[C@H](O)CN2Cc2ccc(Cl)c(Cl)c2)O1	-3	0.0	-9	1	-3[16.7 µM]	0	-4	1
O=C(O)/C(=C\c1ccccc1)c1ccccc1	9	0.2	-19	1	-7	-10	-9	-2
COc1ccc(-c2ccc3c(c2)[C@@H]2[C@@H](CCN2S(=O)(=O)c2ccccc2C)[C@@H](CO)N3)cc1	4	0.9	26	5	-5[16.7 µM]	2	0	-2
O=C(NC1(C(F)(F)F)C(=O)Nc2c1c(=O)[nH]c(=O)n2Cc1ccccc1)c1ccco1 (stereo not given)	-13	.	.	-1	-4	2	0	.
Cc1cccc(C)c1NC(=O)Cn1nc(C)n2cccc2c1=O	13	0.7	-9	0	-5	4	5	1
Cc1ccccc1C(=O)Nc1ccc(S(=O)(=O)N2CCN(C)CC2)cc1	-23	.	.	0	-1	4	-9	.
CCC(Oc1ccccc1OC)C(=O)N1CC(=O)Nc2ccccc21 (stereo not given)	-3	0.1	-6	.	-3	.	.	6
Cc1cc(NC(=O)CSc2nc(C(C)C)nc3c2c(=O)n(C)c(=O)n3C)no1	6	.	1	-3	-1	-1	-7	4
C[C@@H]1CN([C@@H](C)CO)C(=O)Cc2cc(NS(C)(=O)=O)ccc2O[C@H]1CN(C)C(=O)NC1CCCCC1	5	8.8	-5	-10	-3[16.7 µM]	1	3	0
Nc1nc2n(n1)C(c1ccc(Cl)cc1)CC(c1ccc(F)cc1)N2 (stereo not given)	6	0.8	-6	-2	-4	-1	-1	1
COc1ccc(S(=O)(=O)Cc2ccc(C(=O)NCc3cccnc3)o2)cc1	5	0.0	-22	0	-3	5	-9	.
Fc1cccc(CSc2ccc(-c3ccc4c(c3)OCO4)nn2)c1	4	.	-11	10	6	0	-1	0
O=c1cc(-c2ccccc2)oc2ccc(Cl)cc12	3	.	-11	.	2	.	.	-3
C[C@@H]1CN([C@H](C)CO)C(=O)c2cc(NC(=O)Cn3cnnn3)ccc2O[C@H]1CN(C)Cc1ccc(C(=O)O)cc1	-13	.	19	3	-4[16.7 µM]	-1	7	0
COC(=O)c1cc2occc2n1Cc1nc(-c2ccccc2C)oc1C	-7	2.0	-26	-2	3	-5	3	5
COc1ccc(C(=O)NNC(=O)CCc2ccccc2OC)cc1	.	2.1	2	-1	2	3	5	2
O=S(=O)(c1cccc(S(=O)(=O)N2CCCC2)c1)N1CCCCC1	-4	.	-11	0	-1	2	-7	1
C/C(CC(=O)Nc1ccccn1)=N\NC(=O)C(=O)Nc1cccc(C)c1	6	.	.	1	-9	-2	-6	.
COc1cccc(CNC(=O)c2ccc3c(c2)S(=O)(=O)N=C2CCCCCN23)c1	-4	.	-4	1	-6	4	-1	1
CC(NC(=O)COC(=O)C1CSC2(C)CCC(=O)N12)C12CC3CC(CC(C3)C1)C2 (stereo not given)	-47	0.9	-25	.	-5	.	.	0
COc1ccc(/C=N/N=C2\SC(CC(=O)O)C(=O)N2c2ccccc2)c(OC)c1 (stereo not given)	.	0.6	-14	4	-8	-9	-7	2
O=C1N=C(N2CCOCC2)S/C1=C/c1ccc(-c2ccccc2Cl)o1	-5	.	.	0	0	6	3	.
C=CCOc1ccccc1CNc1ccc2[nH]c(=O)[nH]c2c1	?	.	-2	-3	-1	-2	7	16
CN1CCN(C(=O)C[C@@H]2CC[C@H]3[C@@H](COc4ccc(NC(=O)c5cscn5)cc4C(=O)N3C)O2)CC1	4	0.0	4	-1	27[16.7 µM]	-1	-1	-1
CCCN1C[C@H](C)[C@@H](OC)CN(C)C(=O)c2cc(NC(=O)c3ccccc3F)ccc2OC[C@H]1C	-15	9.8	16	-2	-16[16.7 µM]	-1	-12	-2
Oc1ccc(-c2nnc(-c3ccc(O)cc3)nn2)cc1	-74	.	.	-17	-4	5	-3	.
[O-]/C(=C(\C(=S)Nc1ccc(SC(F)F)cc1)[n+]1cccc(CO)c1)c1ccc(Cl)s1	5	-3.7	-4	.	.	.	.	4
O=C(O)C(=O)Cc1c[nH]c2ccccc12	8	.	-57	-4	5	1	-10	-2
O=C(Nc1nnc(CSCc2ccc(F)cc2)s1)c1cccc([N+](=O)[O-])c1	0	.	.	14	-1	5	-4	.
CC(=O)N1CCN(C(=O)c2cccc(S(=O)(=O)N3c4ccccc4CC3C)c2)CC1 (stereo not given)	6	1.4	-8	-1	.	0	-2	1
Clc1cccc(-c2cc3nc4c(c(NCc5ccco5)n3n2)CCCC4)c1	-3	.	.	-2	-6	-5	-3	.
O=C(Nc1ccccc1OC(F)F)c1ccc(N2CCCC2=O)cc1	0	4.3	-4	0	-4	-9	-1	12
O=C(NCc1ccccc1)C(=O)NCC1CCCN1S(=O)(=O)c1cccs1 (stereo not given)	-13	-0.1	-14	-2	-3	1	5	2
O=C(CSc1ncccn1)c1ccccc1Br	-6	.	.	1	6	-2	5	.
O=C1CSC(c2cccnc2)N1Cc1ccc(Cl)cc1Cl (stereo not given)	-14	7.1	2	.	.	.	.	2
COc1ccc(C)cc1NC(=O)NNC(=O)C(C)Oc1ccc([N+](=O)[O-])cc1 (stereo not given)	6	0.7	-4	-2	-4	2	4	0
COc1ccc(Cl)cc1C(=O)Nc1ccc(S(=O)(=O)N2CCCC2)cc1	0	.	.	1	5	4	11	.
C[C@@]12C(=O)N(CC3CC3)CC(=O)N1[C@H](/C=C/c1ccccc1)[C@@H]1C(=O)N(c3ccccc3)C(=O)[C@@H]12	8	-0.1	-19	-1	1	1	-7	3
O=C(Nc1cccc(Cl)c1)N1C[C@H]2[C@@H](c3ccccc31)[C@H](CO)N2Cc1ccncc1	-1	2.6	-29	-11	-12[16.7 µM]	2	-4	0
COC(=O)C1CSC(C(=O)OC)N1C(=O)CN1CCN(c2ccc(OC)cc2)CC1 (stereo not given)	3	.	-12	0	1	59*	7	-1
CCn1c(/C=N/n2cnnc2)nc2ccccc21	10	.	0	-2	-7	2	7	1
COCCN(CC(=O)Nc1cccc(C)c1C)C(=O)Cn1c(=O)cnc2ccccc21	.	.	-14	1	.	-7	-8	-5
C=CCOc1ccc(/C=C/C(=O)OC(C)C(=O)Nc2ccc(NC(C)=O)cc2)cc1 (stereo not given)	.	.	0	0	.	-2	4	-2
O=C(C[C@@H]1CC[C@@H]2[C@H](COC[C@@H](O)CN2C(=O)c2ccccc2F)O1)NCc1ccc(Cl)c(Cl)c1	-15	0.6	-23	4	3[16.7 µM]	0	-16	1
C[C@H]1CCCCO[C@@H](CN(C)C)[C@@H](C)CN([C@@H](C)CO)C(=O)c2cc(NC(=O)Nc3ccccc3)ccc2O1	8	0.0	7	40	2[16.7 µM]	2	8	-3
c1ccc(-c2cncn2-c2ccccc2)cc1	4	0.1	-2	1	5	7	6	0
CCN1C[C@@H]2[C@@H]3C(=O)N(Cc4ccccc4)C(=O)[C@@H]3[C@](Cc3ccccc3)(C1=O)N2C(=O)c1ccccc1	-9	0.0	.	0	17	1	-6	.
Cn1c(SCC(=O)c2ccc(F)cc2)nc2cccnc21	8	.	.	3	-4	2	-2	.
O=C(C[C@@H]1CC[C@@H](NC(=O)C2CCOCC2)[C@H](CO)O1)Nc1ccccc1	-1	-0.6	-3	.	.	.	.	-2
CCCC(C)C(=O)Nc1ccc(Cl)cc1Cl (stereo not given)	11	.	.	0	-5	0	-5	.

# 3 of these compounds, reformatted.
[O-]/C(=C(\C(=S)Nc1ccc(SC(F)F)cc1)[n+]1cccc(CO)c1)c1ccc(Cl)s1
  PGC1a acetyl inh: 5; E-sel inducer: -3.7; RAD52 inh: -4; Cneo AK release: .; miR122 inh: .; PglD DTNB: .; RAD54 inh: .; ERAP1 inh: 4

O=C(O)C(=O)Cc1c[nH]c2ccccc12
  PGC1a acetyl inh: 8; E-sel inducer: .; RAD52 inh: -57; Cneo AK release: -4; miR122 inh: 5; PglD DTNB: 1; RAD54 inh: -10; ERAP1 inh: -2

O=C(Nc1nnc(CSCc2ccc(F)cc2)s1)c1cccc([N+](=O)[O-])c1
  PGC1a acetyl inh: 0; E-sel inducer: .; RAD52 inh: .; Cneo AK release: 14; miR122 inh: -1; PglD DTNB: 5; RAD54 inh: -4; ERAP1 inh: .

# Some values from the entries so far.
# C=CCOc1ccc(/C=C/C(=O)OC(C)C(=O)Nc2ccc(NC(C)=O)cc2)cc1 (stereo not given) in Cneo AK release → 0
# COCCN(CC(=O)Nc1cccc(C)c1C)C(=O)Cn1c(=O)cnc2ccccc21 in ERAP1 inh → -5
# O=C(CSc1ncccn1)c1ccccc1Br in RAD54 inh → 5

# (list continues)
mol	PGC1a acetyl inh	E-sel inducer	RAD52 inh	Cneo AK release	miR122 inh	PglD DTNB	RAD54 inh	ERAP1 inh
CC(C)(C)[S@@](=O)N1Cc2cc(C(=O)N[C@@H]3CCN(Cc4ccccc4)C3)nc(-c3cccc(-c4ccncc4)c3)c2[C@H]1CCO	7	22	-15	.	.	.	.	1
Cc1ccc2cc(C(c3nnnn3C3CCCC3)N(Cc3cccnc3)Cc3ccco3)c(=O)[nH]c2c1 (stereo not given)	1	.	.	0	-5	-2	-12	.
Cc1cc(C)cc(N2CC(C(=O)OCC(=O)Nc3cc(C)on3)CC2=O)c1 (stereo not given)	.	.	-3	-4	.	3	-2	1
CCOC(=O)C1=C(C)NC(=O)CC1c1cc2c(cc1Br)OCO2 (stereo not given)	-9	.	.	-1	0	-5	-4	.
Cc1ccc(Cl)cc1NC(=O)c1cc(NC(=O)CCCC(=O)O)ccc1N1CCCCC1	-5	.	-9	0	.	-6	20	5
COC(=O)c1ccc(Cn2cc(Cl)cn2)cc1	0	.	.	-1	2	-5	7	.
Cc1ccc(S(=O)(=O)c2nc(-c3ccccc3Cl)oc2N(C)C)cc1	12	0.0	-4	-2	-6	-42	-7	1
O=C(Nc1ccc(F)c([N+](=O)[O-])c1)c1ccc2c(c1)OCCO2	.	.	-6	-3	.	-4	-1	1
COc1ccc(S(=O)(=O)N2CCCN(CC(=O)Nc3ccc(OC)c(Cl)c3)CC2)cc1	-10	.	.	1	-8	2	-13	.
O=S(=O)(c1ccccc1)N1CCCC1c1nc2ccccc2s1 (stereo not given)	-14	.	.	0	.	5	-1	.

# Rewritten with two lines to a compound: two of the compounds above.
# Order of results – PGC1a acetyl inh | E-sel inducer | RAD52 inh | Cneo AK release | miR122 inh | PglD DTNB | RAD54 inh | ERAP1 inh
> CCn1c(/C=N/n2cnnc2)nc2ccccc21
 : 10 | . | 0 | -2 | -7 | 2 | 7 | 1
> COCCNC(=O)C[C@@H]1CC[C@@H]2[C@H](COC[C@H](O)CN2Cc2ccc(Cl)c(Cl)c2)O1
 : -3 | 0.0 | -9 | 1 | -3[16.7 µM] | 0 | -4 | 1
